# Assay outcomes: PubChem BioAssay, several laboratories
# CIT2-GFP yeast: modulators of TOR pathway CIT2-GFP in S. cerevisiae. S. cerevisiae CIT2-GFP strain, flow cytometry, 3 h; 100 means same as DMSO wells. GFP response vs DMSO, % at 10 µM. 0.065% of 320,000 active. AID 2029;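 active means GFP response relative to DMSO above a set limit, near the screen mean plus 3 SD, cut at about 150% in these data; inconclusive means Fewer than 70 cells measured for a yeast strain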;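 further: ratio of well median GFP fluorescence to mean of DMSO wells on the plate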
# MEP2 TOR yeast: yeast TOR pathway MEP2-GFP modulation. S. cerevisiae MEP2-GFP strain, flow cytometry GFP, 3 h; 100% = DMSO control level. GFP response vs DMSO, % at 10 µM. 0.51% of 330,000 active;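 active means GFP response versus DMSO above a set limit, roughly screen mean plus 3 SD, cut at about 180% in these data; inconclusive means fewer than 70 cells counted for a yeast strain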;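 further: median GFP fluorescence of the barcode-gated MEP2-GFP cells per well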
# procasp3 activ: procaspase-3 (human) activation | P42574 | recombinant procaspase-3 D3A, Ac-DEVD-pNA absorbance 405 nm | activation, % at 8.5 µM | 0.11% of 330,000 active | AID 463141;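 active means activation above the mean of all tested compounds plus 3 SD, cut at about 21% in these data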;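 further: 0% = DMSO alone and 100% = DMSO wells spiked with extra 5 µM PC-3 D3A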
# Target sequence (P42574 whole entry D9A/D28A/D175A): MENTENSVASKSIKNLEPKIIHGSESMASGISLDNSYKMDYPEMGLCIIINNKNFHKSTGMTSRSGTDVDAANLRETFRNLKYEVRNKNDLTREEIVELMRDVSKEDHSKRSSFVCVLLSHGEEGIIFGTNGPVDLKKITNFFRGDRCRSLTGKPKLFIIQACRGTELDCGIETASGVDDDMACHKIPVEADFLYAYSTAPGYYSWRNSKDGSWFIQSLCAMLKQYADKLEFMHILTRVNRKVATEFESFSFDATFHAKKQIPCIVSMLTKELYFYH
#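 material = Procaspase-3 D3A mutant | probe or stimulus = Ac-DEVD-pNA | compound = single dose, 8.5 µM nominal compound, 0.8% DMSO | timing = 1 h preincubation, 2 h reaction | measured by = 405 nm absorbance of p-nitroaniline, reads at 0 and 120 min | benchmarks = DMSO-only low control, 5 µM PC-3 D3A high control | repeats = singlicate, each compound tested once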
# RPL19A TOR yeast: alters RPL19A-GFP fluorescence in TOR pathway yeast screen; 0.3% of 330,000 active; percent response vs DMSO, % at 10 µM; S. cerevisiae RPL19A-GFP strain, flow cytometry, 3 h; hits give low values;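 active means percent response vs DMSO below 50%; inconclusive means fewer than 70 events counted for the yeast strain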;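 further: median channel GFP fluorescence of the barcoded RPL19A-GFP strain; ratio of sample median GFP to plate DMSO average so 100% = DMSO; lower means less RPL19A-GFP as with rapamycin TOR inhibition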
# proCasp7 act: counter-screen: procaspase-7 (human) activation. P55210. recombinant procaspase-7, Ac-DEVD-pNA absorbance 405 nm; D23A/D198A/D206A triple mutant, cannot self-cleave; scale: DMSO 0, 5 µM enzyme 100. activation, % at 8.5 µM. 0.093% of 330,000 active;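 active means percent activation above the screen-wide mean plus 3 SD, cut at about 25% in these data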
# Target sequence (P55210 whole entry D23A/D198A/D206A): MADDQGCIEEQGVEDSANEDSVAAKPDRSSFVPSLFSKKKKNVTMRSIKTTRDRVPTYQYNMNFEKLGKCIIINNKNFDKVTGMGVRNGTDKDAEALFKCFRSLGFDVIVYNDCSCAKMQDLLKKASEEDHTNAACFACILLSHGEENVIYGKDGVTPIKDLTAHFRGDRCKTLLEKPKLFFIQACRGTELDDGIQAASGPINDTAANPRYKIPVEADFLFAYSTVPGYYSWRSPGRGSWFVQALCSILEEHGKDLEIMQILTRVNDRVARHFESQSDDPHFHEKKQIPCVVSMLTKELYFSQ
#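 Test system: Procaspase-7 triple mutant (PC-7 D3A). Also added: Ac-DEVD-pNA substrate, 400 µM as added. Schedule: 1 h enzyme–compound preincubation and 2 h substrate reaction, both 25 °C. Signal: p-Nitroaniline absorbance at 405 nm, read at 0 and 120 min. Control set: low DMSO alone, high DMSO plus 5 µM PC-7.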
# AHR activator: activates the human aryl hydrocarbon receptor; P35869; AHR-responsive luciferase reporter cells, luminescence; activation, % at 5 µM; 2.5% of 320,000 active; in the data active means activation above about 47%;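 further: 0% = vehicle wells and 100% = reference agonist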
# LAP4-GFP MLPCN: yeast TOR pathway LAP4-GFP modulation | AID 2023 | 0.34% of 320,000 active | S. cerevisiae LAP4-GFP multiplex, flow cytometry GFP, 3 h; median GFP as percent of DMSO wells | GFP response vs DMSO, % at 10 µM;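 active means GFP response vs DMSO above a set limit, about the screen mean plus 3 SD, cut at about 150% in these data; inconclusive means under 70 cell events counted for the yeast strain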
# AGP1 TOR yeast: yeast TOR pathway AGP1-GFP modulation | S. cerevisiae AGP1-GFP multiplex flow cytometry, 3 h; GFP as percent of DMSO wells | GFP response vs DMSO, % at 10 µM | 0.02% of 320,000 active;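 active means GFP response relative to DMSO above a set limit, near screen average plus 3 SD, cut at about 150% in these data; inconclusive means fewer than 70 cells counted for the yeast strain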;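 further: median GFP channel fluorescence of the gated AGP1 strain per well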
# Active calls of the source: *; ? = inconclusive; · = not tested or not shown; [ ] = another dose, or the depositor's remark. An excerpt; rates above refer to the full screens.
1: Cc1ccc(C)c(OCC(=O)N2CCCN(C)CC2)c1
2: O=c1[nH]c(=S)n(CCC2=CCCCC2)c(O)c1C=NCc1cccnc1
3: CCn1cc(C(=O)N2CCC3(CC2)OCCO3)c(=O)c2cc(S(=O)(=O)N3CCCC3)ccc21
4: COc1ccc(-n2c(-c3ccccc3)nc3ccccc3c2=O)cc1
5: COC(=O)C1=C(c2cc3ccccc3o2)C[C@@H]2CC[C@H]1N2C(=O)NCc1ccc(C(F)(F)F)cc1
6: O=S(=O)(c1ccccc1)N1CC1c1ccccc1 (stereo not given)
7: Cc1nnc2ccc(-c3cccc(C(F)(F)F)c3)nn12
8: COc1ccc2c(c1OC)CN1CCc3cc4c(cc3[C@H]1C2)OCO4

screen / no.,1,2,3,4,5,6,7,8
CIT2-GFP yeast,100,106,98,95,93,98,91,99
MEP2 TOR yeast,106,106,98,99,95,107,97,91
procasp3 activ,5,-1,10,1,-2,9,1,10
RPL19A TOR yeast,102,105,95,93,103,105,97,98
proCasp7 act,-4,1,10,-1,-3,7,5,0
AHR activator,0,-1,0,1,-1,7,2,5
LAP4-GFP MLPCN,91,108,94,94,111,99,105,91
AGP1 TOR yeast,99,102,98,96,93,99,90,97

9: Cc1cc(C)c(NC2=NCCCS2)c(C)c1
10: CN1CCN(C(=O)O[C@H]2c3nccnc3C(=O)N2c2ccc(Cl)cn2)CC1
11: CC1CN=C(NCc2ccc(F)cc2)S1 (stereo not given)
12: COc1ccccc1OCC#CCN1CCOCC1
13: Oc1ccc(/C=N/NP(=S)(c2ccccc2)c2ccccc2)cc1O
14: COc1ccc(C2C([N+](=O)[O-])=C(N)Oc3c2c(=O)oc2ccccc32)cc1 (stereo not given)
15: COC(=O)C(O)(c1ccc(N(C)S(=O)(=O)c2ccccc2)cc1)C(F)(F)F (stereo not given)
16: COC(=O)C1=C(c2ccc(OC(F)(F)F)cc2)C[C@@H]2CC[C@H]1N2C(=O)NCCOc1ccccc1

screen / no.,9,10,11,12,13,14,15,16
CIT2-GFP yeast,91,105,103,93,97,99,96,95
MEP2 TOR yeast,96,105,105,105,110,101,109,94
procasp3 activ,-3,6,4,-3,14,-4,-6,1
RPL19A TOR yeast,96,107,103,109,99,96,108,96
proCasp7 act,2,19,-5,-4,8,-25,6,2
AHR activator,1,1,-2,3,0,4,-1,-1
LAP4-GFP MLPCN,91,90,99,95,101,89,105,100
AGP1 TOR yeast,98,109,106,103,111,88,109,103

17: COC1=CC(=O)O[C@@H](/C=C/c2ccccc2)C1
18: COCCNC(=O)CN1C(=O)CN=C(c2ccccc2)c2ccccc21
19: Cc1ccc(-n2c(O)c(C=NCCN3CCNCC3)c(=O)[nH]c2=S)cc1
20: Fc1ccc(N2CCN(Cc3ccc4c(c3)OCO4)CC2)cc1
21: CC[C@@H](CO)C1CC2NC3CC4(c5ccccc5N(C)[C@@H]24)C(O)C31 (stereo not given in full)
22: CCN(CC)c1ccc(N=Cc2c(O)n(-c3ccccc3C)c(=O)[nH]c2=O)cc1
23: COc1ccc(CC(=O)N2CCN(C)CC2)cc1OC
24: CC(NCc1ccc(Cl)cc1)C(O)c1ccccc1 (stereo not given)

screen / no.,17,18,19,20,21,22,23,24
CIT2-GFP yeast,83,108,107,·,92,98,100,101
MEP2 TOR yeast,87,109,107,100,106,102,104,107
procasp3 activ,-1,0,7,9,15,-12,4,1
RPL19A TOR yeast,95,109,103,103,93,101,100,103
proCasp7 act,2,3,-7,-7,9,-25,3,-7
AHR activator,-4,-2,1,-2,-1,4,0,-5
LAP4-GFP MLPCN,110,101,88,98,106,101,103,111
AGP1 TOR yeast,83,105,97,105,95,103,97,107

25: CN(C)c1ccc(C2C3C=CC(C3)C2(C#N)C(=O)O)c(Br)c1 (stereo not given)
26: CCOP(=O)(C#CC(C)(C)C)C(C)(O)c1ccccc1 (stereo not given)
27: Cc1cccc(-c2nc3ccccc3c(=O)n2-n2cccc2)c1
28: CN1CCN(C(=O)COc2ccc3ccccc3c2)CC1
29: COc1ccc(C(=O)OC2CC[C@@]3(C)C4CCC5[C@]6(O)CC(O)[C@@]7(O)C(CN8CC(C)CCC8[C@@]7(C)O)[C@]6(O)C[C@@]53O[C@]24O)cc1OC (stereo not given in full)
30: CN1CCN(c2ccc([N+](=O)[O-])c3no[n+]([O-])c23)CC1
31: CCN(CC)C(=O)N[C@H]1C[C@@H]2c3cccc4[nH]cc(c34)C[C@H]2N(C)C1
32: CC(=O)Nc1ccc([As](=O)(O)c2ccc([N+](=O)[O-])cc2)cc1

screen / no.,25,26,27,28,29,30,31,32
CIT2-GFP yeast,115,106,97,99,110,132,85,114
MEP2 TOR yeast,110,113,99,95,96,113,97,106
procasp3 activ,8,2,7,3,-2,-5,12,-4
RPL19A TOR yeast,104,102,97,96,97,113,88,106
proCasp7 act,8,7,-5,-3,9,3,-2,3
AHR activator,-1,1,11,5,3,7,1,3
LAP4-GFP MLPCN,111,104,96,97,97,108,105,108
AGP1 TOR yeast,99,110,93,90,96,72,83,111

# Two of the compounds above, with bars between the fields.
No. | molecule | CIT2-GFP yeast | MEP2 TOR yeast | procasp3 activ | RPL19A TOR yeast | proCasp7 act | AHR activator | LAP4-GFP MLPCN | AGP1 TOR yeast
7 | Cc1nnc2ccc(-c3cccc(C(F)(F)F)c3)nn12 | 91 | 97 | 1 | 97 | 5 | 2 | 105 | 90
8 | COc1ccc2c(c1OC)CN1CCc3cc4c(cc3[C@H]1C2)OCO4 | 99 | 91 | 10 | 98 | 0 | 5 | 91 | 97

# (further entries)
33: COC(=O)CC1NC2CCCCC2NC1=O (stereo not given)
34: COC(=O)C(O)(c1ccc(N(C)C)cc1)C(F)(F)F (stereo not given)
35: CCCn1ncc(C(=O)O)c1C
36: CC1CC(C)CN(C(=O)COC(=O)c2cn(C)c3ccccc23)C1 (stereo not given)
37: CCCC12CN3CCN(C1)CC(CCC)(C3)C2=O
38: CC(C)(C)C(=O)O[C@H]1CC[C@@]2(C)C(=CC(=O)C3C2CC[C@]2(C)C(=O)[C@H](O)CC32)C1 (stereo not given in full)
39: N#C/C(=C(/O)c1ccc(S(=O)(=O)N(CCCl)CCCl)cc1)c1nc2ccccc2[nH]1
40: NC12CN3CN(CN(C3)C1)C2 (tested in a mixture with another compound)

screen / no.,33,34,35,36,37,38,39,40
CIT2-GFP yeast,85,84,103,92,104,105,105,101
MEP2 TOR yeast,92,93,95,94,104,85,99,98
procasp3 activ,6,3,0,-8,3,6,2,5
RPL19A TOR yeast,96,93,103,98,109,97,103,100
proCasp7 act,5,-5,11,-7,2,4,3,1
AHR activator,-1,5,1,4,-2,-1,4,-1
LAP4-GFP MLPCN,97,96,95,106,110,96,105,95
AGP1 TOR yeast,95,92,106,95,109,94,102,101

# Whole records, looked up by structure. Order of values: CIT2-GFP yeast | MEP2 TOR yeast | procasp3 activ | RPL19A TOR yeast | proCasp7 act | AHR activator | LAP4-GFP MLPCN | AGP1 TOR yeast
# `CCCn1ncc(C(=O)O)c1C` in the list: 103 | 95 | 0 | 103 | 11 | 1 | 95 | 106
# `COC(=O)CC1NC2CCCCC2NC1=O` (stereo not given) in the list: 85 | 92 | 6 | 96 | 5 | -1 | 97 | 95
# `COC(=O)C(O)(c1ccc(N(C)C)cc1)C(F)(F)F` (stereo not given) in the list: 84 | 93 | 3 | 93 | -5 | 5 | 96 | 92
# `CC1CC(C)CN(C(=O)COC(=O)c2cn(C)c3ccccc23)C1` (stereo not given) in the list: 92 | 94 | -8 | 98 | -7 | 4 | 106 | 95
# `N#C/C(=C(/O)c1ccc(S(=O)(=O)N(CCCl)CCCl)cc1)c1nc2ccccc2[nH]1` in the list: 105 | 99 | 2 | 103 | 3 | 4 | 105 | 102

# Next part
41: CN1CCN(c2nc3c(c(=O)[nH]2)CCC3)CC1
42: C=CCn1c(O)c(C(C)=NCCCN(C)C)c(=O)[nH]c1=O
43: Cc1nn(Cc2ccccc2)c(C)c1C=C1C(=O)NC(=S)NC1=O
44: COc1ccc(Br)cc1CN1CCN(CCO)CC1
45: COc1ccc(CN2C(=O)CC(=O)NC2=O)cc1
46: C=CCN1C(=O)/C(=C/c2cc(C)n(-c3ccccn3)c2C)C(=O)NC1=S
47: Cc1cccc2c1=NC(=O)/C(=C/c1c(O)[nH]c(=O)[nH]c1=O)C=2
48: COc1cc(Cn2c(N)c(C(=O)NCc3ccco3)c3nc4ccccc4nc32)cc(OC)c1OC

screen / no.,41,42,43,44,45,46,47,48
CIT2-GFP yeast,99,105,90,103,99,86,105,?
MEP2 TOR yeast,105,107,99,115,96,106,103,93[may fluoresce violet]
procasp3 activ,6,-2,-9,8,-14,-2,-12,4
RPL19A TOR yeast,104,106,96,94,93,95,106,99[may fluoresce violet]
proCasp7 act,4,7,-12,2,-10,-4,-11,-5
AHR activator,-1,-1,1,-3,-1,-3,8,4
LAP4-GFP MLPCN,100,117,107,107,111,97,92,97[may fluoresce violet]
AGP1 TOR yeast,100,112,97,86,92,107,101,63[may fluoresce violet]

49: O=P(c1ccccc1)(c1nc2ccccc2s1)N1CCOCC1 (stereo not given)
50: O=C1NC(=S)NC(=O)C1=Cc1ccc(Br)s1
51: CN(C)CCN(CC1CCCN(Cc2ccccc2F)C1)C(=O)Cc1ccccc1F (stereo not given)
52: O=c1c2ccccc2nc(Cc2ccccc2)n1-c1ccccc1
53: CC(C)OP(=O)(OC(C)C)C(O)c1ccccc1F (stereo not given)
54: COC(=O)C1=C(N)OC(C)=C(C(C)=O)C12C(=O)N(C)c1ccccc12 (stereo not given)
55: Fc1cccc(C2NCCc3[nH]cnc32)c1 (stereo not given)

screen / no.,49,50,51,52,53,54,55
CIT2-GFP yeast,106,72,101,99,95,90,106
MEP2 TOR yeast,104,79,98,102,100,92,105
procasp3 activ,0,-7,-4,·,4,3,8
RPL19A TOR yeast,103,90,97,104,100,98,99
proCasp7 act,11,-7,-1,·,-6,-1,-8
AHR activator,4,1,-2,·,1,16,0
LAP4-GFP MLPCN,97,93,92,100,87,95,97
AGP1 TOR yeast,102,53,95,102,98,97,96
